Compound activity deposited in PubChem BioAssay by several laboratories.
CHRM4 PAM: CHRM4 positive allosteric modulation | CHO-K1 hM4/Gqi5, Fluo-8 calcium fluorescence, ACh EC20; 0% = ACh EC20, 100% = maximal ACh | activation, % at 3 µM | AID 624126 | 360,000 tested, 0.4% active | P08173;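 active = activation above its plate's cutoff, the mean activation of sample wells plus 3 SD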; also: some results filed as inactive read as strong as hits
Target sequence (P08173 whole entry, looked up): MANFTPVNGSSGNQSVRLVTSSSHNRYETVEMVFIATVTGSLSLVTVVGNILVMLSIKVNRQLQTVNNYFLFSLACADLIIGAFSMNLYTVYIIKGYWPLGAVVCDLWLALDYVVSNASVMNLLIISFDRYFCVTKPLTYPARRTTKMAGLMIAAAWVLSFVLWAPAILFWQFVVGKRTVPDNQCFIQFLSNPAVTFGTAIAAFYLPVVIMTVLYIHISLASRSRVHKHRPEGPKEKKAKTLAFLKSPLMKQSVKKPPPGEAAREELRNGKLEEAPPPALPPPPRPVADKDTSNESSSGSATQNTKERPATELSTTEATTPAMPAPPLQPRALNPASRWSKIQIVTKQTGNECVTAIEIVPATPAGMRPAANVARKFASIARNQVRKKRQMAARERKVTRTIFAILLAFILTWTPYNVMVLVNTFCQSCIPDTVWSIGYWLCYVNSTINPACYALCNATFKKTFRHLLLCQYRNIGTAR
M4 antag: blocks acetylcholine activation of human M4 receptor. P08173. inhibition, % at 3 µM. CHO-hM4 cells, ACh EC80, Fluo-8 calcium fluorescence. 360,000 tested, 0.73% active;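 active = inhibition above its plate's cutoff, the mean inhibition of sample wells plus 3 SD, cut at about 27% in these data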;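 also: 0% = acetylcholine EC80 with DMSO and 100% = DMSO without agonist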
M5 PAM: potentiates acetylcholine response at human M5 receptor | P08912 | CHO-K1 hM5, Fluo-8 calcium, ACh EC20 PAM; 0% = ACh EC20, 100% = ACh EC100 | activation, % at 3 µM | 360,000 tested, 0.3% active | AID 624038;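 active = activation above the run cutoff, the mean activation of all test compounds plus 3 SD, cut at about 18% in these data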
Target sequence (P08912 whole entry, looked up): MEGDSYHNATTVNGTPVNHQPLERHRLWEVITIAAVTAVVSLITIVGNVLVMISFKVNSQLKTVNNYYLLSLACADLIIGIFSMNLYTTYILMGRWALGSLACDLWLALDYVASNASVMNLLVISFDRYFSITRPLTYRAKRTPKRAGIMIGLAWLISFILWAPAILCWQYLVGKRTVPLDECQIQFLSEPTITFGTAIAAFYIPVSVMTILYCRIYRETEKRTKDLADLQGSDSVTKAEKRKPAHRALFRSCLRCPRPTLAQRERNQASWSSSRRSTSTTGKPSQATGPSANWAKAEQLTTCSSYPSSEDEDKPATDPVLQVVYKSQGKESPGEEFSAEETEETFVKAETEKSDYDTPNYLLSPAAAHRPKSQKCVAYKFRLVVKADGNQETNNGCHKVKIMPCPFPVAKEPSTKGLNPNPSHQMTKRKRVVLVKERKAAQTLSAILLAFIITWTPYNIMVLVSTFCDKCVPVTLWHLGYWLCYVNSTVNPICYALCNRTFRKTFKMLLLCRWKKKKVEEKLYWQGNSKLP
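Assay system: CHO-K1 hM5 cells / Incubation: Fluo-8 loading 80 min at 37 °C plus 30 min room temperature / Technique: Fluo-8 calcium dye fluorescence, kinetic read / Repeats: single replicate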
M5 antag: blocks acetylcholine activation of human M5 receptor; P08912; CHO-hM5 cells, Fluo-8 calcium fluorescence, ACh EC80; inhibition, % at 3 µM; 360,000 tested, 0.59% active; AID 624040;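 active = inhibition above a per-plate cutoff, the mean of that plate's test compounds plus 3 SD, cut at about 27% in these data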;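 also: 0% = acetylcholine EC80 with DMSO and 100% = DMSO without agonist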
CHRM4 agonist: CHRM4 agonism in calcium assay; activation, % at 3 µM; 360,000 tested, 0.14% active; CHO-K1 hM4/Gqi5, Fluo-8 calcium fluorescence; vehicle 0%, full acetylcholine response 100%; P08173; AID 624127;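 active = activation above the run mean over all test wells plus 3 SD, cut at about 32% in these data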;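 also: peak over basal fluorescence ratio per well then scaled between controls; 0% = DMSO wells and 100% = acetylcholine at EC100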
CRFBP-R2 block: antagonists of CRF-binding protein/CRF-R2 receptor complex | HEK293 CRF-R2/CRF-BP, CRF-induced calcium fluorescence | inhibition, % at 11.8 µM | 350,000 tested, 0.59% active | AID 588475;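 active = inhibition of the ligand-induced calcium signal above about 50% at the single tested concentration, limit read from the data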
M1 PAM: potentiates human M1 receptor response to acetylcholine | activation, % at 3 µM | AID 588819 | CHO-K1 hM1, Fluo-8 calcium fluorescence, ACh EC20; 0% = ACh EC20, 100% = maximal ACh | 360,000 tested, 0.088% active | P11229; in the data active = activation above about 19%, passing the limit was not always enough
CHRM5 agonist: agonists of human muscarinic M5 receptor (CHRM5); AID 624037; activation, % at 3 µM; CHO-K1 hM5 cells, Fluo-8 calcium fluorescence; 0% DMSO wells, 100% maximal acetylcholine response; 360,000 tested, 0.19% active; P08912;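 active = activation above the run's mean over test compounds plus 3 SD, cut at about 23% in these data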;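 also: signal is peak over basal fluorescence ratio across the kinetic read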
CRFR2-BP ag: CRF-BP/CRF-R2 complex agonism; 350,000 tested, 0.46% active; activation, % at 13.2 µM; HEK293 CRF-R2/CRF-BP, calcium dye fluorescence (FLIPR); percent of saturating CRF peptide response;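 active = activation of at least 50%, plus an integration ratio under a set limit after plate pattern correction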;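 also: plate controls were neutral control wells without compound for no effect and CRF at EC100 for full effect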
* hit, by the source's call; · = not tested or not shown. No enrichment for hits. About 2.6% of those tested had a hit in this group.

SMILES	CHRM4 PAM	M4 antag	M5 PAM	M5 antag	CHRM4 agonist	CRFBP-R2 block	M1 PAM	CHRM5 agonist	CRFR2-BP ag
O=C(NCc1nnc(SCC(=O)N2CCOCC2)o1)c1c(F)cccc1Cl	0	0	1	0	1	8	11	-2	-2.3
Clc1ccc(C2=Nn3c(nnc3-c3n[nH]c4c3CCC4)SC2)cc1Cl	7	5	6	6	-3	-26	-9	-5	0.9
Cc1cc(Br)cn2c(Cc3ccsc3)c(-c3ccc(C#N)cc3)nc12	-5	-17	2	-11	0	·	11	1	·
Cc1ccc2nc(-c3ccncc3)c(Nc3ccccc3)n2c1	-1	4	2	-3	-3	1	5	-7	0.0
COc1ccc(C(NC(N)=O)c2ccccc2)cc1 (stereo not drawn)	2	4	0	7	1	-3	8	0	-1.3
Cc1noc(C)c1C(=O)N1CCN(c2ccccc2O)CC1	15	-9	-7	16	1	11	2	1	-1.0
Cc1cc(S(=O)(=O)Nc2cccc(C(=O)O)c2)c(C)c(S(=O)(=O)c2ccc(Cl)cc2)c1	-1	1	0	10	-1	-7	0	-2	0.7
CC(C)CC(N)c1csc(NC(=O)NCCc2ccccc2)n1 (stereo not drawn)	5	-15	-1	4	2	·	12	0	·
Cc1ccc(/C=N/NC(=O)Cn2ccc(C(F)(F)F)n2)o1	7	5	-9	16	2	-2	1	-4	-1.1
Cc1nn(C)cc1S(=O)(=O)Nc1cccc(Cl)c1	4	-12	-5	6	2	1	-1	-7	0.0
COc1ccc(C(=O)OCc2cc(=O)oc3cc(C)ccc23)cc1S(=O)(=O)N1CCOCC1	-2	1	-2	5	3	-7	-4	1	-0.2
Cc1cccc(C)c1NC(=O)C(C)Sc1n[nH]c(-c2ccncc2)n1 (stereo not drawn)	9	2	5	1	-1	15	9	-1	-2.0
O=C1CC(c2cccc(Br)c2)c2cc3c(cc2N1)CCC3 (stereo not drawn)	-11	5	-3	-5	-2	-68	0	2	1.1
CC(=O)Nc1ccc(S(=O)(=O)NCCc2csc(C)n2)cc1	0	8	-6	10	1	12	-6	1	-0.2
OCC#CCSc1nnc(-c2ccncc2)o1	-4	11	-4	3	0	5	5	2	-0.3
Cc1nc(SCC(=O)Nc2c(C)n(C)n(-c3ccccc3)c2=O)c2cnn(-c3ccccc3)c2n1	-3	10	1	13	2	24	-3	-11	-0.2
C=CCOC(=O)C1C(=O)CC(C)(O)C(C(=O)OCC=C)C1c1ccc(OCC)cc1 (stereo not drawn)	3	-10	-1	9	3	-10	4	5	-2.8
COc1cc(CN2C(=O)C(C)ON=C2c2cccs2)cc(OC)c1 (stereo not drawn)	3	-4	2	-4	-1	·	8	-3	·
Cc1noc(/C=C/c2ccco2)c1S(=O)(=O)N1CCC(C(=O)NCc2ccco2)CC1	-7	5	-4	4	-1	-27	8	-2	6.8
Cc1c(OCc2ccc(C(=O)O)o2)ccc2c3c(c(=O)oc12)CCC3	3	9	0	0	-2	2	1	1	1.3

Some of these compounds in order of their number in M5 antag, falling.
compound,CHRM4 PAM,M4 antag,M5 PAM,M5 antag,CHRM4 agonist,CRFBP-R2 block,M1 PAM,CHRM5 agonist,CRFR2-BP ag
Cc1noc(C)c1C(=O)N1CCN(c2ccccc2O)CC1,15,-9,-7,16,1,11,2,1,-1.0
CC(=O)Nc1ccc(S(=O)(=O)NCCc2csc(C)n2)cc1,0,8,-6,10,1,12,-6,1,-0.2
Cc1nn(C)cc1S(=O)(=O)Nc1cccc(Cl)c1,4,-12,-5,6,2,1,-1,-7,0.0
Cc1cccc(C)c1NC(=O)C(C)Sc1n[nH]c(-c2ccncc2)n1 (stereo not drawn),9,2,5,1,-1,15,9,-1,-2.0
O=C1CC(c2cccc(Br)c2)c2cc3c(cc2N1)CCC3 (stereo not drawn),-11,5,-3,-5,-2,-68,0,2,1.1

The list goes on.
SMILES	CHRM4 PAM	M4 antag	M5 PAM	M5 antag	CHRM4 agonist	CRFBP-R2 block	M1 PAM	CHRM5 agonist	CRFR2-BP ag
CCc1c(O)nc2sc3ccccc3n2c1=O	19	-4	5	-1	2	3	0	0	0.4
O=C(CSc1nccn(-c2ccc3c(c2)OCCO3)c1=O)Nc1ccccc1	1	-6	-2	2	4	-19	10	3	-0.3
CC(=O)c1ccc(-n2nnnc2SCC(=O)NC2CCCCC2)cc1	2	-5	3	10	3	10	7	-1	-1.9
Cc1nn(CCC(=O)NNC(=S)Nc2ccc(Cl)cc2)c(C)c1[N+](=O)[O-]	-4	2	-8	9	1	-7	7	-1	0.4
COc1ccc(N2CCN(C(=O)CSc3ncnc4c3cnn4-c3ccc(OC)cc3)CC2)cc1	10	-15	2	-3	2	-9	4	-2	7.0
Cc1ccc(C(=O)O/N=C(\c2ccccc2)c2ccncc2)cc1	-1	0	3	2	2	-47	9	1	-1.7
Cc1cc(C)c(NC(=O)C2C3/C=C\CCCCC32)c(C)c1 (stereo not drawn)	25	-3	7	-7	0	10	20	2	-0.1
O=C(Nc1cccc(F)c1)OC(CN1CCCCC1)C(F)(F)F (stereo not drawn)	1	3	2	-4	0	14	-7	-10	3.7
O=c1[nH]cc(NCc2ccccc2)c(=O)[nH]1	2	-1	-3	16	0	-22	17	-1	-0.7
CCCCS(=O)CC(O)COc1ccc(C(C)(C)C)cc1 (stereo not drawn)	3	-5	-1	1	3	-17	3	1	-2.5
CCc1cc2c(=O)[nH]c(-c3ccncc3)nc2s1	-4	8	0	2	0	-1	-2	-2	-1.4
COc1cccc(CNCCSc2nnnn2C)c1	-11	3	-4	-5	1	12	-1	-1	-0.4
CC(=O)C1=C(C)NC(C)=C(C(C)=O)C1c1cn(-c2ccccc2)nc1-c1cccs1	2	5	-1	1	2	-8	5	-1	0.5
CSCCC(c1nnnn1C1CCCC1)N1CCN(C/C=C/c2ccccc2)CC1 (stereo not drawn)	-9	8	-16	7	-1	·	-19	-8	·
COC(=O)CCC(=O)OC1(C)C(=O)C=C2C=C(C3CC3)N(C3CC3)C=C2C1=O (stereo not drawn)	4	-4	2	12	1	3	11	5	0.4
COc1ccc(/C=C(\C#N)C(=O)OCCNC(=O)c2ccncc2)cc1	3	1	-12	17	1	1	-5	-2	-0.9
Cc1ccc(OCC(COCc2ccccc2)NC(C)C)cc1 (stereo not drawn)	-58	-5	-22	18	14	-14	-18	-15	-1.2
COc1ccc(C(C(=O)NC2CCCCC2)n2c(=O)c(-c3ccco3)nc3ccccc32)cc1 (stereo not drawn)	-8	18	-5	11	5	·	·	0	·
COc1ccc(C)cc1N(C(=O)c1ccc(C#N)cc1)C1=NC(C)(C)CS1	-1	5	4	5	0	-1	2	-9	-0.9
CCC(CO)Oc1cc(NC(=O)c2ccccc2F)c2ncn(C(C)C)c2c1 (stereo not drawn)	10	3	0	5	14	-3	6	-3	-3.4
Cc1cc(C)cc(Oc2nc(-c3ccccc3)cc(C)c2S(C)(=O)=O)c1	-3	1	-8	4	-2	8	-4	-8	1.4
CCOC(=O)c1cnc2c(OC)cccc2c1Oc1ccccc1	-1	13	2	-1	0	-5	3	-3	-6.5
CC(=O)N(Cc1ccc(F)cc1)C1=C(NCCc2ccccc2)C(=O)c2ccccc2C1=O	-6	-11	0	0	0	2	2	-3	-0.8
Cc1c(C(=O)OCc2ccc(F)cc2)sc2nc3n(c(=O)c12)CCC3	3	-19	-5	6	0	1	12	5	-0.1
Cc1ccc(C)c(S(=O)(=O)NCC(=O)N2CCCC2)c1	2	-10	6	0	0	8	13	2	0.5
CCN(CC)C(=O)[C@H]1CC(CC(=O)NCc2cccc(C(F)(F)F)c2)C(=O)N2CCc3c([nH]c4ccc(OC)cc34)[C@]12C (stereo partly drawn)	-4	5	1	-3	-1	17	-1	2	-2.1
O=C(Nc1ccc(-c2nc3cccnc3s2)cc1)c1ccco1	-1	-9	0	-1	9	-28	4	6	2.1
CN1CCN(C(=S)Nc2cccc(Cl)c2)CC1	9	-11	-5	6	2	-6	-3	-2	-0.1
COC(=O)c1c(NC(=O)c2ccccc2)sc(C(=O)c2ccccc2)c1C	15	-8	0	-3	0	1	6	-1	4.2
CCOC(=O)CC1COCCN1C(=O)c1cc(COc2ccccc2SC)on1 (stereo not drawn)	0	1	-3	1	3	-8	-5	1	-1.8
O=S(=O)(Cc1ccccc1)NCCc1cccc(Cl)c1	-3	7	-5	7	-1	2	-6	0	0.7
COc1ccc(N=c2ssnc2Cl)cc1	9	-8	1	-7	1	-11	10	-5	2.8
O=C(N/N=C/c1ccc2c(c1)OCCO2)c1ccncc1	-1	-1	-5	10	3	-5	2	-2	-1.7
CCOC(=O)C1=C(C)Nc2ccccc2N/C1=N\S(=O)(=O)c1ccccc1	-2	-8	-18	11	19	5	-5	0	-1.5
C/C(CC(=O)Nc1cccc(C(F)(F)F)c1)=N\NC(=O)Cc1ccccc1	3	-7	-4	-8	4	4	7	0	0.4
O=C(COC(=O)c1ccc[nH]c1=O)Nc1ccc2c(c1)OC(F)(F)O2	2	6	5	11	0	-7	8	-1	3.4
Cc1ccccc1C(=O)NCC(C)NC(=O)c1ccccc1C (stereo not drawn)	-14	12	-17	21	20	4	0	-1	-0.2
O=C(CN1C(=O)C2(OCCCO2)c2ccccc21)NCCc1ccccc1	12	-8	-3	7	1	48	3	-2	-2.6
COc1ccc(N/C(C)=C/C(=S)Nc2ccccc2)cc1	-11	-2	1	-4	1	-46	2	-1	-0.8
S=c1[nH]nc(CCc2ccc(Cl)cc2)o1	16	-12	6	-2	1	0	6	-5	0.2
Cc1cc(NC(=O)CSc2nnc(C)n2-c2ccccc2C)no1	3	11	7	-15	0	-3	7	-1	-0.4
CCOC(=O)/C=C/[C@H]1CCc2cccc(Cl)c2O1	9	1	-9	9	0	2	-3	-3	-0.7
Cc1c(NC(=O)COc2cccc(Cl)c2Cl)c(=O)n(-c2ccccc2)n1C	1	-8	2	6	1	-9	3	0	0.4
NC(=O)COc1ccc(Cc2ncc(C(F)(F)F)cc2Cl)cc1	-5	-7	-1	0	9	10	5	-3	1.1
COc1ccccc1NC(=O)CN1CCC(c2nc3ccc(C)cc3[nH]2)CC1	-7	5	1	-1	2	11	0	-3	-0.8
CCN(CC(=O)N1CCN(Cc2ccccc2)CC1)S(=O)(=O)c1ccccc1	-2	3	-4	-3	6	1	6	1	0.7
Cc1ccc(OCC(=O)Oc2c(C)cccc2C)cc1C	-8	-1	-2	-6	0	-2	13	-2	3.1
CN(C)C=NC(=O)c1cc(C(=O)c2ccccc2Cl)c[nH]1	10	-7	-2	1	1	7	11	-4	0.8
CC(C)C(NC(=O)Nc1ccccc1)C(=O)Nc1cccc(S(=O)(=O)N(C)C)c1 (stereo not drawn)	-9	-14	-1	12	1	-12	5	-4	0.2
O=C1NC(=O)c2cc(NC(=O)C3COc4ccccc4O3)ccc21 (stereo not drawn)	-7	4	-9	0	9	0	-3	4	-3.1
CCc1ccccc1NC(=O)CCC(=O)c1cccs1	2	-5	-1	4	0	8	5	-3	0.7
O=C(Nc1cccc(F)c1)Nc1ccc2c(c1)C(=O)OC2	10	6	8	-4	2	11	2	4	7.9
Cc1ccc(NC(=O)Nc2cc(C(F)(F)F)c[nH]c2=O)cc1	-4	8	-2	8	2	-33	7	-4	3.5
Cc1cc(S(=O)(=O)Nc2noc3ccccc23)ccc1F	-1	-6	2	5	0	13	11	-3	0.4
O=C(N/N=C/c1ccccc1Br)C1CC1	1	-4	9	-9	2	3	6	6	2.7
